Assay outcomes (PubChem BioAssay)
CRFR2-BP antag: antagonists of CRF-binding protein/CRF-R2 receptor complex; HEK293 CRF-R2/CRF-BP, CRF-induced calcium fluorescence; inhibition, % at 11.8 µM; actives 0.59% (n = 350,000); AID 588475;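 active = inhibition of the ligand-induced calcium signal above about 50% at the single tested concentration, limit read from the data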
CRFR2-BP ag: agonists of human CRF-binding protein/CRF-R2 receptor complex. HEK293 CRF-R2/CRF-BP, calcium dye fluorescence (FLIPR); percent of saturating CRF peptide response. activation, % at 13.2 µM. actives 0.46% (n = 350,000). AID 588473;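 active = activation of at least 50%, plus an integration ratio under a set limit after plate pattern correction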;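 also: plate controls were neutral control wells without compound for no effect and CRF at EC100 for full effect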
M4 PAM: potentiates acetylcholine response at human M4 receptor | P08173 | CHO-K1 hM4/Gqi5, Fluo-8 calcium fluorescence, ACh EC20; 0% = ACh EC20, 100% = maximal ACh | activation, % at 3 µM | actives 0.4% (n = 360,000) | AID 624126;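 active = activation above its plate's cutoff, the mean activation of sample wells plus 3 SD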; also: some results filed as inactive read as strong as hits
p-CIP stab down: p/CIP protein destabilization | Q05BA5 | F442A p/CIP-EGFP cells, EGFP fluorescence, 16 h | decrease of EGFP signal, % at 10 µM | actives 0.01% (n = 290,000);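 active = EGFP signal decrease of at least 30% at 10 µM or well 3 SD below plate mean, unless failing retest; inactive = the rest, including hits failing retest or dose response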; also: some compounds called inactive have numbers as strong as hits; many of its hits are not listed in these tables
Target sequence (Q05BA5 1-1403): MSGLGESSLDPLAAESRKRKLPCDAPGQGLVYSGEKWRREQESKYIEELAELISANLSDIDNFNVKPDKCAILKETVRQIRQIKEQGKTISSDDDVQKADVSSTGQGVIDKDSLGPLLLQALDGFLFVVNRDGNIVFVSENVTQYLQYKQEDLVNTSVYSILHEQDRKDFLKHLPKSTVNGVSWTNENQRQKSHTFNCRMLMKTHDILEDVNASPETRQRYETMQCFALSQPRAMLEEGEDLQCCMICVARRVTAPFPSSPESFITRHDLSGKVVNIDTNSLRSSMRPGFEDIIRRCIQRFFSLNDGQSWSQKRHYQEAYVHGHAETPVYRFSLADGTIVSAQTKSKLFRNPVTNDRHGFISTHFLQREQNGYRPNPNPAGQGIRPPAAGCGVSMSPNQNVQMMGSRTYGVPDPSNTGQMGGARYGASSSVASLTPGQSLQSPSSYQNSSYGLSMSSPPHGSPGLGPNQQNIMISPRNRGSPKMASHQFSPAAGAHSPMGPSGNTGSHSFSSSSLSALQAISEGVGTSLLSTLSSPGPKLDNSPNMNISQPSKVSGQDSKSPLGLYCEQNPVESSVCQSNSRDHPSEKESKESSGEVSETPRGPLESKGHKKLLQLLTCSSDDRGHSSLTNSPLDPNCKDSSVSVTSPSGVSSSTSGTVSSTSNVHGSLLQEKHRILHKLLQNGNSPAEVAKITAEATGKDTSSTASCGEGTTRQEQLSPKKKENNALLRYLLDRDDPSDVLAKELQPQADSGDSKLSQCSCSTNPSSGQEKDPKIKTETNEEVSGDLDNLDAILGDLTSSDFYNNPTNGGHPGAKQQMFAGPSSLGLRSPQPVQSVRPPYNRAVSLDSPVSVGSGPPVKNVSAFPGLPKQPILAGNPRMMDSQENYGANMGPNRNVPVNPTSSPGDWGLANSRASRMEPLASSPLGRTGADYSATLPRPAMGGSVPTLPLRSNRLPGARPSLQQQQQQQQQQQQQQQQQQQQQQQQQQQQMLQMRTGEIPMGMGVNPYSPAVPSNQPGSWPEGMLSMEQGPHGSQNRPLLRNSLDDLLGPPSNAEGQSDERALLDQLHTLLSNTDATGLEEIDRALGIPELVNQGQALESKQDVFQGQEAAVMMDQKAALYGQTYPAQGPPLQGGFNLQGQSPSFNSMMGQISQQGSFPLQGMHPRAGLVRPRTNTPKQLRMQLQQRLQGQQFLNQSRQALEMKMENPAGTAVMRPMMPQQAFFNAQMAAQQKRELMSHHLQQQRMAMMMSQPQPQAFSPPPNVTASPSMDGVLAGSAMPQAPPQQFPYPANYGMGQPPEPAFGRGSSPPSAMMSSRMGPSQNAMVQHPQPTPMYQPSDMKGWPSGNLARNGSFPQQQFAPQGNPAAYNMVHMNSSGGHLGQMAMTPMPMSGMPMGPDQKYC
GalR3 antagonist: blocks the human galanin receptor 3; AID 651719; O60755; inhibition, % at 3 µM; actives 0.44% (n = 360,000); HEK293 GalR3-CNG cAMP membrane potential fluorescence; galR3 body fused to GalR1 C-terminus;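 active = inhibition above the screen-wide average plus 3 SD, cut at about 13% in these data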;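 also: forskolin and galanin both at EC90 stimulate the cells; cAMP rise reported by CNG channel membrane potential dye signal; 0% = forskolin plus galanin with DMSO and 100% = forskolin alone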
MEKK3 PB1 HTS: modulators (inhibitors or enhancers) of MEK5 binding to human MEKK3 PB1 domain; Q99759; bead-based flow cytometry, Alexa488-MEK5 binding to MEKK3; actives lie on both sides; 0 = blocked by unlabeled MEK5, 100 = vehicle; binding response (% of control), % at 10 µM; actives 1.4% (n = 290,000); AID 1529;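 active = binding response more than 3 SD above or below the average of its plate-row segment, actives on both sides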;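 also: Alexa488 bead fluorescence after subtracting the streptavidin-only scavenger bead signal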
IDE cell inh: inhibitors of human insulin-degrading enzyme in cells; P14735; inhibition, % at 5.59 µM; HEK cells, FAbetaB cleavage, fluorescence polarization; actives 0.41% (n = 320,000); AID 434962;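 active = percent inhibition above the average of all tested compounds plus 3 SD, set per screening campaign, cut at about 16% in these data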;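 also: IDE supplied by intact live HEK cells; FP after avidin binding of uncleaved biotin substrate so inhibition keeps polarization high; 0% = DMSO wells and 100% = 60 µM reference IDE inhibitor Ii1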
IDE act: boosts human insulin-degrading enzyme activity in HEK cells | activation, % at 5.96 µM | P14735 | FAbeta-B cleavage, fluorescence polarization; 0% vehicle, 100% cell-free pure enzyme wells | actives 0.073% (n = 340,000) | AID 493087;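 active = activation above the mean of all tested compounds plus 3 SD, set per screening campaign, cut at about 17% in these data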
PHOSPHO1 inh: blocks human PHOSPHO1 phosphatase activity. recombinant PHOSPHO1, absorbance phosphatase assay. Q8TCT1. inhibition, % at 13.3 µM. actives 1.1% (n = 290,000). AID 1565; in the data active = inhibition above about 60%
* hit, by the source's call; [ ] = dose if it differs, or a comment.

How did COc1ccc(CNC(=O)CC(C)CC2=NS(=O)(=O)c3ccccc3N2)cc1 (configuration not stated) do in these assays?
CRFR2-BP antag: 4; CRFR2-BP ag: 1.4; M4 PAM: -5; p-CIP stab down: -6; GalR3 antagonist: 6; MEKK3 PB1 HTS: 102; IDE cell inh: 3; IDE act: 5; PHOSPHO1 inh: 41

Results for Cc1cccc(CN2CCC(C(N)=O)CC2)c1 ?
CRFR2-BP antag: -7; CRFR2-BP ag: -0.2; M4 PAM: 2; p-CIP stab down: 5; GalR3 antagonist: 2; MEKK3 PB1 HTS: 104; IDE cell inh: 2; IDE act: 7; PHOSPHO1 inh: -3

Results for CC1(C)C([N+](=O)[O-])C(c2ccc(Cl)cc2)NC(c2ccc(Cl)cc2)C1[N+](=O)[O-] (configuration not stated) ?
CRFR2-BP antag: 0; CRFR2-BP ag: 1.9; M4 PAM: 7; p-CIP stab down: 2; GalR3 antagonist: -2; MEKK3 PB1 HTS: 92; IDE cell inh: 4; IDE act: -4; PHOSPHO1 inh: -1

Results for CCN(CCNC(=O)C1CCCN(S(=O)(=O)c2cnc[nH]2)C1)c1ccccc1 (configuration not stated) ?
CRFR2-BP antag: 4; CRFR2-BP ag: 2.5; M4 PAM: 6; p-CIP stab down: -19; GalR3 antagonist: 8; MEKK3 PB1 HTS: 99; IDE cell inh: 0; IDE act: 1; PHOSPHO1 inh: 11

Results for NC(=O)c1ccc(OCC(=O)N2CCNC2=O)cc1 ?
CRFR2-BP antag: -3; CRFR2-BP ag: 1.6; M4 PAM: 5; GalR3 antagonist: -4; IDE cell inh: 1; IDE act: 1

Results for CN(C(=O)c1cccc(C#N)c1)c1nnc(-c2ccccn2)s1 ?
CRFR2-BP antag: -3; CRFR2-BP ag: -0.4; M4 PAM: -2; p-CIP stab down: -1; GalR3 antagonist: -1; MEKK3 PB1 HTS: 99; IDE cell inh: 5; IDE act: 5; PHOSPHO1 inh: -34

How did CNS(=O)(=O)c1ccc(NC(=O)c2csc(C)c2)cc1 do in these assays?
CRFR2-BP antag: 4; CRFR2-BP ag: -2.6; M4 PAM: 1; p-CIP stab down: -5; GalR3 antagonist: 0; MEKK3 PB1 HTS: 100; IDE cell inh: 7; IDE act: 6; PHOSPHO1 inh: -31

Results for COc1ccc(CCn2c(NN=C3CCCC3)nc3c2c(=O)[nH]c(=O)n3C)cc1 ?
CRFR2-BP antag: -1; CRFR2-BP ag: -0.4; M4 PAM: 0; p-CIP stab down: 12; GalR3 antagonist: 1; MEKK3 PB1 HTS: 44*[inhibitor]; IDE cell inh: 5; IDE act: 6; PHOSPHO1 inh: 40

Results for COc1ccc(C(=O)NCC2CCCO2)cc1OC (configuration not stated) ?
CRFR2-BP antag: 15; CRFR2-BP ag: -1.3; M4 PAM: 6; p-CIP stab down: -1; GalR3 antagonist: -6; MEKK3 PB1 HTS: 110; IDE cell inh: -1; IDE act: 2; PHOSPHO1 inh: 18

What do the screens show for `O=C(CCS(=O)(=O)c1ccccc1)Nc1nnc(-c2ccco2)o1`?
CRFR2-BP antag: -1; CRFR2-BP ag: -1.2; M4 PAM: 4; p-CIP stab down: -21; GalR3 antagonist: -1; MEKK3 PB1 HTS: 102; IDE cell inh: -5; IDE act: 5; PHOSPHO1 inh: 4

Results for CCOC(=O)N1CCN(C(=O)c2ccc(CS(=O)Cc3ccccc3Cl)o2)CC1 (configuration not stated) ?
CRFR2-BP antag: 12; CRFR2-BP ag: -1.3; M4 PAM: -2; p-CIP stab down: -1; GalR3 antagonist: 1; MEKK3 PB1 HTS: 101; IDE cell inh: 1; IDE act: 3; PHOSPHO1 inh: 37

Results for CCCN(CCC)CCCNC(=S)Nc1ccc2nc(N3CCCC3)cc(C)c2c1 ?
CRFR2-BP antag: 6; CRFR2-BP ag: 0.5; M4 PAM: -8; p-CIP stab down: -2; GalR3 antagonist: -2; MEKK3 PB1 HTS: 106; IDE cell inh: 5; IDE act: 5; PHOSPHO1 inh: 1

What do the screens show for `CCOC(=O)c1cccc(NC(=O)CS(=O)(=O)Cc2nc(-c3cccc(OC)c3)oc2C)c1`?
CRFR2-BP antag: -1; CRFR2-BP ag: 0.4; M4 PAM: 4; p-CIP stab down: 2; GalR3 antagonist: -1; MEKK3 PB1 HTS: 96; IDE cell inh: -5; IDE act: -1; PHOSPHO1 inh: 0

What do the screens show for `CNC[C@@H]1OCc2ccccc2-c2ccccc2C(=O)N([C@@H](C)CO)C[C@@H]1C`?
CRFR2-BP antag: 2; CRFR2-BP ag: -1.6; M4 PAM: 2; GalR3 antagonist: -6

How did COc1ccc(NS(=O)(=O)c2ccc3c(c2)NC(=O)CCS3)cc1Cl do in these assays?
CRFR2-BP antag: -1; CRFR2-BP ag: 6.0; M4 PAM: 0; p-CIP stab down: -14; GalR3 antagonist: -2; MEKK3 PB1 HTS: 98; IDE cell inh: 1; IDE act: -3; PHOSPHO1 inh: 17

Results for Cc1cccnc1NC(=O)c1cc2c(=O)oc3ccccc3c2s1 ?
CRFR2-BP antag: -8; CRFR2-BP ag: 0.2; M4 PAM: 16; p-CIP stab down: 0; GalR3 antagonist: 0; MEKK3 PB1 HTS: 98; IDE cell inh: -1; IDE act: 5; PHOSPHO1 inh: -1

Results for CCCSc1ncccc1C(=O)O ?
CRFR2-BP antag: 2; CRFR2-BP ag: -1.0; M4 PAM: 10; p-CIP stab down: -4; GalR3 antagonist: -3; MEKK3 PB1 HTS: 101; IDE cell inh: 3; IDE act: 6; PHOSPHO1 inh: 33

What do the screens show for `C=C(C)C(=O)Nc1cccc(C2=NOC3(C2)C[C@H](C(N)=O)N(C(=O)c2ccccc2)C3)c1` (some centres not stated)?
CRFR2-BP antag: 2; CRFR2-BP ag: -2.0; M4 PAM: 2; p-CIP stab down: -10; GalR3 antagonist: -3; MEKK3 PB1 HTS: 98; IDE cell inh: 2; IDE act: 2; PHOSPHO1 inh: 35

How did O=C1N/C(=N\c2ccccn2)SC1Cc1ccc(Cl)cc1 (configuration not stated) do in these assays?
CRFR2-BP antag: 2; CRFR2-BP ag: 3.5; M4 PAM: 3; p-CIP stab down: -2; GalR3 antagonist: 5; MEKK3 PB1 HTS: 101; IDE cell inh: 3; IDE act: 7; PHOSPHO1 inh: 6

How did Cc1ccc(-n2c(-c3ccccc3)cc(=O)nc2C)cc1 do in these assays?
CRFR2-BP antag: -3; CRFR2-BP ag: -0.5; M4 PAM: -10; p-CIP stab down: 7; GalR3 antagonist: -7; MEKK3 PB1 HTS: 103; IDE cell inh: 0; IDE act: -1; PHOSPHO1 inh: 23

What do the screens show for `O=C(COc1ccccc1)Nc1c2c(nn1-c1ccccc1)CS(=O)C2` (configuration not stated)?
CRFR2-BP antag: -3; CRFR2-BP ag: 0.2; M4 PAM: -2; p-CIP stab down: -16; GalR3 antagonist: 0; MEKK3 PB1 HTS: 100; IDE cell inh: 6; IDE act: 4; PHOSPHO1 inh: 23

Results for CCCCNC(=O)Nc1ncn[nH]1 ?
CRFR2-BP antag: -7; CRFR2-BP ag: -1.6; M4 PAM: -5; p-CIP stab down: -4; GalR3 antagonist: -5; MEKK3 PB1 HTS: 104; IDE cell inh: -2; IDE act: -1; PHOSPHO1 inh: 20

How did CCn1c(SCC(=O)N2CCCCCC2)nc2c([nH]c3ccccc32)c1=O do in these assays?
CRFR2-BP antag: -4; CRFR2-BP ag: 1.3; M4 PAM: -2; p-CIP stab down: -3; GalR3 antagonist: -2; MEKK3 PB1 HTS: 107; IDE cell inh: 5; IDE act: -2; PHOSPHO1 inh: 31

What do the screens show for `O=C(CNc1ccccc1C(=O)O)c1ccccc1`?
CRFR2-BP antag: -3; CRFR2-BP ag: -0.7; M4 PAM: 6; p-CIP stab down: -6; GalR3 antagonist: 0; MEKK3 PB1 HTS: 106; IDE cell inh: -5; IDE act: -1; PHOSPHO1 inh: 32

Grouped by structure, the entries above with a thiophene ring, fused or not.
How did CNS(=O)(=O)c1ccc(NC(=O)c2csc(C)c2)cc1 do in these assays?
CRFR2-BP antag: 4; CRFR2-BP ag: -2.6; M4 PAM: 1; p-CIP stab down: -5; GalR3 antagonist: 0; MEKK3 PB1 HTS: 100; IDE cell inh: 7; IDE act: 6; PHOSPHO1 inh: -31

Results for Cc1cccnc1NC(=O)c1cc2c(=O)oc3ccccc3c2s1 ?
CRFR2-BP antag: -8; CRFR2-BP ag: 0.2; M4 PAM: 16; p-CIP stab down: 0; GalR3 antagonist: 0; MEKK3 PB1 HTS: 98; IDE cell inh: -1; IDE act: 5; PHOSPHO1 inh: -1

(more compounds)
How did COc1ccc(CN(C(=O)c2nsc(Cl)c2Cl)C(C(=O)NC2CCCCC2)c2ccc(OC)cc2)cc1 (configuration not stated) do in these assays?
CRFR2-BP antag: 5; CRFR2-BP ag: 4.9; M4 PAM: -13; p-CIP stab down: 10; GalR3 antagonist: -7; MEKK3 PB1 HTS: 88; IDE cell inh: 5; IDE act: 5; PHOSPHO1 inh: -24

How did CCCc1ncc(C(O)c2ccc(OC)cc2)n1C (configuration not stated) do in these assays?
CRFR2-BP antag: -11; CRFR2-BP ag: -0.7; M4 PAM: -2; p-CIP stab down: 4; GalR3 antagonist: -4; MEKK3 PB1 HTS: 98; IDE cell inh: 1; IDE act: -1; PHOSPHO1 inh: -18

Results for CCNc1ccc(C(=O)OCC)cc1NC(=O)c1cc(S(=O)(=O)N2CCOCC2)ccc1C ?
CRFR2-BP antag: -3; CRFR2-BP ag: -0.2; M4 PAM: -5; p-CIP stab down: -1; GalR3 antagonist: -1; MEKK3 PB1 HTS: 88; IDE cell inh: 2; IDE act: 5; PHOSPHO1 inh: 15

What do the screens show for `O=C(COc1ccc(S(=O)(=O)NCc2ccccc2)cc1)N1CCOCC1`?
CRFR2-BP antag: -18; CRFR2-BP ag: 1.3; M4 PAM: -7; p-CIP stab down: -2; GalR3 antagonist: -2; MEKK3 PB1 HTS: 97; IDE cell inh: -2; IDE act: -3; PHOSPHO1 inh: -11

How did Cc1ccc(O)c(C(=O)c2cnc3c(c2)c(C)nn3-c2ccccc2)c1 do in these assays?
CRFR2-BP antag: -1; CRFR2-BP ag: 0.4; M4 PAM: -3; p-CIP stab down: -6; GalR3 antagonist: -3; MEKK3 PB1 HTS: 103; IDE cell inh: 1; IDE act: 2; PHOSPHO1 inh: 0

Results for O=C(CN1C(=O)NC2(CCCC2)C1=O)NCCc1ccc(Cl)cc1Cl ?
CRFR2-BP antag: -9; CRFR2-BP ag: -3.5; M4 PAM: 3; GalR3 antagonist: 1; IDE cell inh: -1; IDE act: 0

Results for Cc1ccc(NC(=O)CCN2C(=O)c3ccccc3C2=O)cc1C ?
CRFR2-BP antag: -5; CRFR2-BP ag: 1.4; M4 PAM: -7; p-CIP stab down: -6; MEKK3 PB1 HTS: 101; IDE cell inh: 0; IDE act: 2

What do the screens show for `COc1ccc2c(c1)c(C(=O)N/N=C/c1cccc(Br)c1)c(C)n2C`?
CRFR2-BP antag: -39; CRFR2-BP ag: 1.7; M4 PAM: 10; p-CIP stab down: 1; GalR3 antagonist: -2; MEKK3 PB1 HTS: 101; IDE cell inh: 18*; IDE act: -6; PHOSPHO1 inh: 56

What do the screens show for `O=C(Nc1ccccc1N1CCOCC1)C1=NN(c2c(F)c(F)cc(F)c2F)C(=O)CC1`?
CRFR2-BP antag: 4; CRFR2-BP ag: 0.1; M4 PAM: 6; GalR3 antagonist: -6; IDE cell inh: -3; IDE act: 5

What do the screens show for `CC(OC(=O)CCCN=C1NS(=O)(=O)c2ccccc21)C(=O)N(C)c1ccccc1` (configuration not stated)?
CRFR2-BP antag: 1; CRFR2-BP ag: 3.5; M4 PAM: 1; GalR3 antagonist: 5; IDE cell inh: -2; IDE act: 3
